# High-throughput results from PubChem.
# FBPA coupling cs: coupling enzyme interference in Giardia aldolase counter-screen | coupling enzyme system counterscreen, AmpLite Red fluorescence | activity change, negative = inhibition, % at 58.2 µM, hits read low | 0.67% of 290,000 active | AID 2472; in the data active means activity change below about -30%; further: on the % scale 0 is the no-effect control and ±100 the full control effect
#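 Final compound at 57.5 uM, incubated 10 min at RT with coupling enzyme reagent (glyceraldehyde-3-phosphate), then 20 min with substrate and AmpLite Red detection. Fluorescence read at 525/598 nm; tests interference with the coupling assay, not aldolase inhibition.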
# KCNH2 3.1 block: KCNH2 3.1 (human) potassium channel inhibition; U2OS KCNH2 3.1, thallium flux FluxOr; hits give low values; activity change, % (tested at about 1.8 µM); 0.95% of 340,000 active;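 active means maximum activity change below -70%; inconclusive means maximum activity change from -70% to -50%; inactive means maximum activity change above -50%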;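 further: thallium influx rate constant from kinetic fluorescence after stimulation buffer; on the % scale 0 is the no-effect control and ±100 the full control effect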
#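 Virally transduced U2OS (3.1 isoform, 4 h infection in dark at RT) → overnight 37 C → FluxOr + Red40 in HBSS/HEPES, 45 min → stimulation buffer, 2 min kinetic read → rate constant vs DMSO controls.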
# S-ASM inh: inhibitors of human secretory acid sphingomyelinase | placental ASM, HMU-PC fluorogenic substrate, 60 min | Potency, µM (top dose mostly 57.5 µM), inactives show top-dose activity change, negative = inhibition, most hits filed as inhibitors | 0.006% of 340,000 active | AID 504937; further: potency means the concentration at half of the fitted maximal effect
#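 qHTS format. ASM enzyme prepared from human placenta hydrolyses the fluorogenic substrate HMU-PC0 (9 uM final) over 60 min at 37 °C after a 10 min compound preincubation.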
# Integrin act MD: activates integrin-mediated alleviation for muscular dystrophy | alpha7betagal myoblasts, beta-gal FDG fluorescence, 48 h | Potency, µM (doses to about 38.3 µM), without a hit: top-dose activation, usual class: activators | 0.064% of 350,000 active | AID 624291;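 further: potency means the concentration at half of the fitted maximal effect; 100% = response of the positive control SU9516; nearly all actives have a fitted effect of over 60% in size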
#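 alpha7betagal+/- myoblasts (passage 13, 250/well) treated 48 h at 37C with compounds at 1:260 dilution of DMSO stock. Lysed, then beta-galactosidase activity read as FDG fluorescence (ex 480/em 540) after 30 min, with pre-read for autofluorescence.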
# CXXC DNA block: MLL CXXC-DNA interaction inhibition | AID 2662 | Potency, µM (doses to about 115 µM), for inactives: at the highest dose activity change, negative = inhibition, most hits filed as inhibitors | 0.037% of 290,000 active | MLL-CXXC / FITC-HOXA9 DNA fluorescence polarization | Q03164; active means well fitted inhibition curve with a large enough effect in the polarisation, with a control signal flat, not every such curve was filed as active; inconclusive means small, poorly fitted or top-dose-only effect, or effect the other way, or a change in a side signal; inactive means no such curve, though single readings can be large or run the other way; the % refers to the polarisation; further: potency means the concentration at half of the fitted maximal effect
#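 Steps: dispense CXXC domain solution (7 uM) → pin compounds or unlabeled HOX-A9 DNA control → 5 min ambient → add FLSN-HOX-A9 solution (50 nM) → spin → 30 min ambient → fluorescence polarization. Tris pH 7.5/NaCl/DTT/BSA buffer.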
# GALK inh: galactokinase (human) inhibition | 0.007% of 270,000 active | Potency, µM (titrated, usually from 57.5 µM), for the others: at the highest dose activity change, negative = inhibition, usual class: inhibitors | Purified GALK, Kinase-Glo residual ATP luminescence | P51570 | AID 1868; further: potency means the concentration at half of the fitted maximal effect; on the % scale 0 is the no-effect control and ±100 the full control effect
#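 GALK at 5 nM final was combined with compound, 35 uM ATP and 100 uM galactose in HEPES pH8.0 with MgCl2 and DTT. The reaction ran one hour at room temperature before luminescent ATP detection.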
# hERG WT inh: blocks the wildtype human KCNH2 potassium channel; U2OS, BacMam KCNH2, thallium flux FluxOr; hits give low values; 0.37% of 340,000 active; Q12809; activity change, % at 1.84 µM;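 active means maximum activity change below -70%; inconclusive means maximum activity change between -70% and -50%; inactive means maximum activity change above -50%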; further: on the % scale 0 is the no-effect control and ±100 the full control effect
#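 U2OS cells were transduced with wild-type KCNH2 virus (2.03 x 10^8 / mL) for 4 h at room temperature, then cultured overnight at 37 C. Thallium flux was read with FluxOr dye. Rate constants were normalized to DMSO controls.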
# TRPV1 ag: human TRPV1 agonism | activation, % at 8.33 µM | TRPV1-expressing cells, Fluo-8 calcium influx, agonist mode | AID 540275 | 0.19% of 320,000 active | Q8NER1; in the data active means activation above about 80%; inconclusive means between about 30% and that limit; further: 0% is about no effect
#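 TRPV1-expressing cells were cultured overnight at 35.5C and loaded with Fluo-8 calcium dye for 40 to 90 min at room temperature. After a 10 s baseline, compound was added and calcium influx was read kinetically for 3 min (ex 480/em 520 nm).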
# A-T KAP1 phos: candidate therapy for ataxia-telangiectasia. […] A-T fibroblasts, KAP-1 phosphorylation AlphaLISA; neocarzinostatin DNA damage 30 min before lysis. Potency, µM (doses to about 57.5 µM), for the others: at the highest dose activation, actives largely listed as activators. 0.19% of 320,000 active. AID 485349; further: potency means the concentration at half of the fitted maximal effect; % of control where 0% means no effect; nearly all actives have a fitted effect of over 45% in size
#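 hTERT-immortalized A-T patient fibroblasts ([…]), 500 cells/well in OPTI-MEM, 1% FBS, got compounds for 60 min, then NCS for 30 min at 37C. Lysates were then assayed for phospho-KAP-1 by AlphaLISA (anti-pKAP1 donor, anti-KAP1 acceptor beads), 6 hr at 25C.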
# MBNL1-CUG inh: blocks human MBNL1 binding to CUG repeat RNA; Q9NR56; TR-FRET MBNL1-His/biotin-(CUG)12 binding, 665/545 ratio; Potency, µM (titrated, usually from 57.5 µM), without a hit: top-dose activity change, negative = inhibition, most hits filed as inhibitors; 0.036% of 280,000 active; AID 2675; active means well fitted inhibition curve with a large enough effect in the signal ratio, with a control signal flat, not every such curve was filed as active; inconclusive means small, poorly fitted or top-dose-only effect, or effect the other way, or a change in a side signal; inactive means no such curve, though single readings can be large or run the other way; the % refers to the signal ratio; further: potency means the concentration at half of the fitted maximal effect; on the % scale 0 is the no-effect control and ±100 the full control effect
#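 Inhibition of protein-RNA binding appears as loss of TR-FRET between terbium anti-His antibody on MBNL1-His and streptavidin-XL665 on biotin-(CUG)12. Activity is normalized to buffer-only and uninhibited-complex controls.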
# Numbers without * were called inactive; ? = inconclusive; nt = no result given; [ ] = dose if it differs, or a comment. Unless noted, the call rests on the fitted dose curve; in most records, active means well fitted curve in the direction sought with a large enough effect; inconclusive means small, poorly fitted or top-dose-only effect, or another doubt; inactive means no such curve, though single readings can be large; an effect the other way counts as inactive or inconclusive.
SMILES,FBPA coupling cs,KCNH2 3.1 block,S-ASM inh,Integrin act MD,CXXC DNA block,GALK inh,hERG WT inh,TRPV1 ag,A-T KAP1 phos,MBNL1-CUG inh
O=C(NC1CCCC1)C(NS(=O)(=O)c1cccc2nsnc12)c1ccccc1 (configuration not stated),0,-7,9%,-3%,-1%,0%,-10,1,-6%,?
CCCNC(=O)Cn1sc2nc(C)cc(C)c2c1=O,5,13,-2%,0%,22%,nt,-36,11,-15%,-6%
O=C(COc1ccc([N+](=O)[O-])cc1)NNC(=O)c1cccnc1,2,3,-2%,3%,-2%,8%,4,0,4%,?
CC(=O)CSc1ncnc2nc[nH]c12,1,-30,2%,2%,7%,-3%,1,-1,1%,0%
Cc1nc(NC(=O)c2cc(-n3cnnc3)ccc2Cl)ccc1Br,-1,7,-1%,6%[7.66 µM],-3%,-1%,0,2,-1%,0%
O=C(Nc1ccc(F)cc1F)c1ccc2c(c1)OCCO2,0,9,0%,?,6%,21%,-2,?,-7%,0%
COc1ccc(C(CNC(=O)c2ccc(OCC3CCCO3)cc2)N2CCOCC2)cc1 (configuration not stated),1,6,4%,-3%,-3%,2%,-9,3,-16%,-14%
O=C(N[C@H]1CCCCNC1=O)c1cc(COc2ccc(F)cc2F)on1,0,-4,4%,2%,10%,2%,16,1,-5%,-1%
COc1ccc(NC2c3ccccc3C(=O)N2c2ccccn2)cc1Cl (configuration not stated),4,-9,0%,2%,-10%,0%,7,19,11%,-1%
COC(=O)C1=C(N)n2c(s/c(=C\c3cccnc3)c2=O)=C(C(=O)OC)C1c1cccnc1 (configuration not stated),1,nt,nt,nt,-1%,-1%,nt,-1,3%,-10%
CCC1(CC)NC(=O)N(CC(=O)OC(C)C(=O)Nc2ccccc2OC)C1=O (configuration not stated),nt,6,nt,30%,nt,nt,-2,3,4%,nt
O=C(CCCN1C(=O)NC2(CCCC2)C1=O)Nc1cccc(S(=O)(=O)N2CCOCC2)c1,nt,12,4%,1%,nt,nt,-5,-5,-8%,nt
Cc1ccc(S(=O)(=O)N2CCN(CC(=O)N/N=C\c3ccc(O)c(O)c3)CC2)cc1,-6,7,20%,6%,-14%,nt,-10,5,0%,-4%
O=C(Cc1cccs1)N1CCN=C1SCc1ccccc1Cl,0,3,-3%,1%,3%,2%,9,7,8%,nt
Cc1ccc(OCc2nnc(SCC(=O)CC(=O)Nc3ccccc3)o2)cc1,0,-2,-8%,-5%,7%,19%,-3,-3,0%,-11%
CC1CC(Nc2ccccc2)c2ccccc2N1C(=O)c1ccco1 (configuration not stated),-2,8,-2%,23%,11%,0%,-3,23,-3%,-2%
COc1cc(OC)c(NC(=S)Nc2cccc(C)c2)cc1Cl,-3,-7,2%,22%,21%,0%,-5,1,0%,-19%
C[N+]1(CC2COC3(CCCCC3)O2)CCCC1 (configuration not stated),-4,1,8%,10%,4%,1%,-13,-2,2%,-22%
CSc1nc2cc(Cl)ccc2s1,5,3,0%,1%,14%,6%,1,6,-4%,2%
Cc1cc(Cn2nc(C(=O)NCc3cccs3)cc2-c2ccccc2)on1,nt,-1,5%,-25%,nt,nt,-8,-1,12%,nt
COc1ccc(NC(=O)c2c(-c3ccccc3Cl)noc2C)c(OC)c1,-1,12,-7%,1%,-4%,7%,2,22,2%,-12%
O=C(C1CSC2(c3ccc(F)cc3)CCC(=O)N12)N1CCCCCC1 (configuration not stated),4,-4,1%,-25%[7.66 µM],1%,-1%,-4,4,6%,-4%
COc1ccc(OC)c(S(=O)(=O)N2CCC(C(=O)N3CCN(c4ccc(F)cc4)CC3)CC2)c1,nt,nt,0%,-13%,-5%,-3%,9,-2,6%,-7%
Cc1cc(OCC(=O)NCc2cccnc2)c2c(C)c(Cc3ccccc3)c(=O)oc2c1,1,-47,-8%,-14%,-7%,2%,3,0,1%,-1%
CN(C(=O)C(Cl)Cl)C1CC2C=CC1C2 (configuration not stated),1,-5,5%,?,-3%,-1%,-13,2,2%,-5%

# A section from further up, for reference:
SMILES,FBPA coupling cs,KCNH2 3.1 block,S-ASM inh,Integrin act MD,CXXC DNA block,GALK inh,hERG WT inh,TRPV1 ag,A-T KAP1 phos,MBNL1-CUG inh
COc1cc(OC)c(NC(=S)Nc2cccc(C)c2)cc1Cl,-3,-7,2%,22%,21%,0%,-5,1,0%,-19%
C[N+]1(CC2COC3(CCCCC3)O2)CCCC1 (configuration not stated),-4,1,8%,10%,4%,1%,-13,-2,2%,-22%
CSc1nc2cc(Cl)ccc2s1,5,3,0%,1%,14%,6%,1,6,-4%,2%
Cc1cc(Cn2nc(C(=O)NCc3cccs3)cc2-c2ccccc2)on1,nt,-1,5%,-25%,nt,nt,-8,-1,12%,nt
COc1ccc(NC(=O)c2c(-c3ccccc3Cl)noc2C)c(OC)c1,-1,12,-7%,1%,-4%,7%,2,22,2%,-12%
O=C(C1CSC2(c3ccc(F)cc3)CCC(=O)N12)N1CCCCCC1 (configuration not stated),4,-4,1%,-25%[7.66 µM],1%,-1%,-4,4,6%,-4%
COc1ccc(OC)c(S(=O)(=O)N2CCC(C(=O)N3CCN(c4ccc(F)cc4)CC3)CC2)c1,nt,nt,0%,-13%,-5%,-3%,9,-2,6%,-7%
Cc1cc(OCC(=O)NCc2cccnc2)c2c(C)c(Cc3ccccc3)c(=O)oc2c1,1,-47,-8%,-14%,-7%,2%,3,0,1%,-1%
CN(C(=O)C(Cl)Cl)C1CC2C=CC1C2 (configuration not stated),1,-5,5%,?,-3%,-1%,-13,2,2%,-5%

# Continuation:
SMILES,FBPA coupling cs,KCNH2 3.1 block,S-ASM inh,Integrin act MD,CXXC DNA block,GALK inh,hERG WT inh,TRPV1 ag,A-T KAP1 phos,MBNL1-CUG inh
COc1ccc(/C=C(\NC(=O)c2ccc([N+](=O)[O-])cc2)C(=O)NCCN2CCOCC2)cc1,-2,-78*,4%,-36%,-2%,2%,-118*,3,0%,?
Cn1c(N)c(C(=O)COC(=O)c2ccc(Br)o2)c(=O)n(C)c1=O,-1,0,1%,12%,6%,-1%,-1,1,-6%,-1%
COc1cccc(N2CCN(C(=O)c3cc4c(s3)-c3ccccc3OC4)CC2)c1,1,-11,17%,-22%,nt,nt,5,5,18%,21%
CN1CCCN(S(=O)(=O)c2ccc(O)c(C(=O)O)c2)CC1,2,13,2%,21%,-10%,nt,nt,-3,-6%,0%
O=c1c2cc3c(=O)n(CC4CCCO4)c(=O)c3cc2c(=O)n1CC1CCCO1 (configuration not stated),-2,-20,-1%,11%,18%,-2%,9,-1,3%,?
Cc1ccc(S(=O)(=O)/C(C#N)=C/c2c(N3CCN(Cc4ccccc4)CC3)nc3ccccn3c2=O)cc1,nt,-24,25%,23%,16%,7%,-5,-4,-11%,21%
CCCCNCc1cc2ccccc2o1,1,18,-1%,5%,5%,-4%,-3,-1,11%,1%
CCOc1ccc(C(=O)NC(=S)Nc2ccc(N3CCCCC3)cc2)cc1[N+](=O)[O-],1,-37,-3%,-3%,6%,0%,2,-4,-6%,nt
COc1ccc([N+](=O)[O-])cc1NC(=O)C(C)OC(=O)/C=C/c1ccco1 (configuration not stated),-1,8,-4%,-21%,-4%,-1%,1,11,-12%,?
O=C(NCCc1ccccc1C(F)(F)F)C1CCC(=O)N(C2CC2)C1 (configuration not stated),1,5,4%,23%,1%,-8%,-13,8,2%,-2%
COC(=O)c1c(NC(=O)CCc2ccc(C)o2)sc(C)c1C,1,-2,-1%,-3%,1%,-1%,-2,7,31%,4%
CCNC(=S)N/N=C/c1cn(Cc2ccccc2F)c2ccccc12,9,-5,?,-25%,-5%,0%,-6,-3,nt,nt
N#C/C(=C\c1ccc(OCC(N)=O)cc1)S(=O)(=O)c1ccccc1,2,-4,-3%,-18%,-2%,2%,4,9,0%,3%
Cc1ccc(S(=O)(=O)Nc2ccc(-n3c(C)nc4ccccc4c3=O)cc2)cc1,nt,15,-11%,3%,nt,nt,4,-4,2%,nt
CC(C)C(OC(=O)c1cccs1)C(=O)NCc1ccco1 (configuration not stated),-1,27,4%,3%,-6%,-4%,-5,1,7%,4%
O=C(NCc1ccco1)c1ccc(Br)s1,3,4,-2%,3%,-5%,1%,8,8,0%,-4%
CSc1cccc(CN2CCN(Cc3ccc(F)c(F)c3)C(CCO)C2)c1 (configuration not stated),0,-2,1%,10%,-4%,2%,12,22,1%,-1%
